From PubChem
HEK293_viab = GF-AFC viability counterscreen for inhibitors of alpha-synuclein gene (SNCA) expression | HEK-293-SNCA-luc viability, GF-AFC fluorescence, 24 h | Potency, µM (titrated, usually from 57.1 µM), for inactives: at the top dose activity change, negative = cytotoxicity, actives largely listed as cytotoxic | actives 0.12% (n = 150,000);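 also: 0% = DMSO-treated cells and -100% = medium-only wells without cells; nearly all actives have a fitted effect of over 30% in size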
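HEK-293-SNCA-luc cells (1500/well) plated 24 h, then exposed 24 h to a dilution series; GF-AFC added 30 min at 37C, fluorescence 405/540 nm; normalised to medium-only and DMSO wells, Hill fit.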
SNCA_expr_inhib = Primary qHTS assay for inhibitors of alpha-synuclein gene (SNCA) expression | actives 0.17% (n = 140,000) | HEK-293 SNCA-luciferase knock-in, luminescence, 24 h | Potency, µM (series often up to 57.2 µM), for inactives: top-dose activity change, negative = inhibition, usual class: inhibitors;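 also: plate controls were DMSO cells for no effect and cell-free wells for full effect; nearly all actives have a fitted effect of over 45% in size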
* hit, by the source's call; ? = inconclusive; [ ] = remark or other dose. Calls follow the shape of the dose curve; as a rule, active = well fitted curve in the direction sought with a large enough effect; inconclusive = small, poorly fitted or top-dose-only effect, or another doubt; inactive = no such curve, though single readings can be large; an effect the other way counts as inactive or inconclusive. Potency is read from the fitted curve at half-maximal effect. A portion of the library; rates above refer to the full screens.

SMILES HEK293_viab SNCA_expr_inhib
O=S(=O)(c1ccccc1)N1CCC2(CCN(c3ccncc3)CC2)CC1 -1% -18%
CCNc1ncc2nc(C)c(=O)n(CCC#N)c2n1 1% -26%
Cc1noc(C)c1-c1cc(NC2CCNCC2)ncn1 -12% 3%
O=C(c1cc(C(F)(F)F)cc(C(F)(F)F)c1)N1CCC2(CC1)CN(Cc1ccccc1)C2 -6% -7%
COc1ccccc1CNc1ncnc2ccc(-c3cccnc3)cc12 -2% 2%
COc1ccc(-n2c(=O)c(-c3cccs3)nc3cnc(N4CCOCC4)nc32)cc1 ? 58%[activator]
c1cncc(-c2ccc3ncnc(N4CCNCC4)c3c2)c1 -5% 29%
CCNc1ncc2nc(C)c(=O)n(CCOC)c2n1 -1% 0%
c1ccc2c(NC3CC3)nc(-c3ccoc3)nc2c1 -5% 14%
COc1ccccc1-c1ccc2ncnc(NC3CC3)c2c1 -12% 37%[activator]
O=C(c1csnn1)N1CCC[C@@]2(CCN(C(c3ccccc3)c3ccccc3)C2)C1 -10% -19%
COc1ccc(NC(=O)N2CC3(CCN(C(=O)c4c(C)noc4C)CC3)C2)cc1 10% 7%
COc1ccc(C(=O)N2CCC3(CC2)CN(C(=O)Nc2cccc(C#N)c2)C3)cc1 -12% 5%
Cn1cccc1C(=O)N1CCC2(CCN(C(=O)Nc3cccc(C#N)c3)CC2)CC1 0% -5%
COc1ccc(Oc2ncc3nc(C)c(=O)n(C4CC4)c3n2)cc1 -16% -22%
O=c1c(-c2ccc(Cl)cc2)nc2cnc(N3CCOCC3)nc2n1CCc1ccccc1 24% -22%
Cc1ccccc1-c1cncnc1NCCN1CCOCC1 -9% -23%
COCC(=O)N1CCC2(CCN(Cc3ccncc3)CC2)CC1 -4% 15%
Cc1ccccc1-c1ccc2ncnc(-n3ccnc3)c2c1 -15% 4%
COc1ccc(C(=O)N2CCC[C@@]3(CCN(Cc4nccs4)C3)C2)cc1 0% 1%
Cn1cc(-c2nc3cncnc3n(CCN)c2=O)c2ccccc21 ? 36%[activator]
CN1CCN(c2ncc3nc(-c4cccs4)c(=O)n(CCC#N)c3n2)CC1 ? 17%
COc1cccc(-c2ccc3ncnc(NC4CC4)c3c2)c1 -13% 36%[activator]
O=c1c(-c2ccc(F)cc2)nc2cnc(N3CCNCC3)nc2n1Cc1ccc(F)cc1 ? -27%
CNc1ncncc1-c1ccccc1OC 4% -27%
CN1CCN(c2ncc3nc(-c4cc(F)cc(F)c4)c(=O)n(-c4ccccc4)c3n2)CC1 ? -8%
Cc1noc(C)c1-c1nc(NCc2ccccc2)c2ccccc2n1 ? 23%
COc1cccc(-c2ccc3ncnc(NCc4cccs4)c3c2)c1 0% ?
O=c1c(-c2ccc(Cl)cc2)nc2cnc(N3CCNCC3)nc2n1CCc1ccccc1 ? 4%
CC(=O)NCCNc1nc(-c2ccccc2Cl)nc2ccccc12 ? 2%

Four entries from above, ordered by length of the SMILES, highest first:
SMILES HEK293_viab SNCA_expr_inhib
O=S(=O)(c1ccccc1)N1CCC2(CCN(c3ccncc3)CC2)CC1 -1% -18%
COc1cccc(-c2ccc3ncnc(NC4CC4)c3c2)c1 -13% 36%[activator]
Cc1ccccc1-c1ccc2ncnc(-n3ccnc3)c2c1 -15% 4%
c1ccc2c(NC3CC3)nc(-c3ccoc3)nc2c1 -5% 14%

Next part:
SMILES HEK293_viab SNCA_expr_inhib
COC(=O)N1CCC2(CCN(C(=O)NC(C)C)CC2)CC1 1% -8%
CN1CCN(c2ncc3nc(-c4ccccc4)c(=O)n(C)c3n2)CC1 ? 31%
CS(=O)(=O)N1CCC2(CCN(c3ccccc3)CC2)CC1 7% -10%
COc1ccc(NC(=O)N2CCCC3(CCN(C(=O)c4ccncc4)CC3)C2)cc1 -3% -6%
CN1CCN(c2ncc3ncc(=O)n(Cc4cccs4)c3n2)CC1 -16% 11%
COc1ccccc1CN1CC[C@@]2(CCCN(C(=O)c3cccc(F)c3)C2)C1 8% 2%
COc1ccc(NC(=O)N2CCC3(CC2)CCN(C(=O)c2cccc(F)c2)CC3)cc1 -5% -6%
CC(C)NC(=O)N1CCC2(CC1)CCN(C(=O)c1cnccn1)CC2 -5% 11%
COc1ccc2[nH]cc(CCNc3cc(-c4cccnc4)ncn3)c2c1 -20% -3%
O=C(c1csnn1)N1CCC2(CCCN(c3ccccn3)C2)CC1 -9% 10%
CN(C)Cc1ccccc1-c1nccc(N(C)Cc2ccco2)n1 5% -7%
CNc1nc(-c2ccc(C(=O)N(C)C)cc2)nc2ccccc12 -12% 12%
CS(=O)(=O)N1CCC2(CCN(Cc3nccs3)CC2)CC1 -3% -12%
O=c1c(-c2ccccc2)nc2cnc(N3CCOCC3)nc2n1C[C@H]1CCCO1 ? 13%
O=c1c(-c2cc(F)cc(F)c2)nc2cnc(N3CCOCC3)nc2n1-c1ccccc1 ? -28%
CN(C)C(=O)c1ccc(-c2ccc3ncnc(NC4CCNCC4)c3c2)cc1 5% -18%
COc1ccc2[nH]cc(CCNc3nc(-c4ccc(C(=O)N(C)C)cc4)nc4ccccc34)c2c1 ? 15%
COc1cccc(Nc2ncc3nc(-c4cc(F)cc(F)c4)c(=O)n(C4CC4)c3n2)c1 ? 10%
CN(C)Cc1ccccc1-c1nc(N(C)C)c2ccccc2n1 -19% -35%
O=C(c1cnccn1)N1CCC2(CCN(Cc3ccccc3)CC2)CC1 7% -9%
c1nc(N2CCOCC2)c2cc(-c3ccoc3)ccc2n1 -14% -15%
CN(C)c1ncc2nc(-c3ccccc3)c(=O)n(-c3ccccc3)c2n1 ? 31%[activator]
COc1cccc(-c2cncnc2Nc2ccc(F)cc2)c1 -21% -20%
N#Cc1cccc(-c2ccc3ncnc(NC4CCNCC4)c3c2)c1 9% 28%
COc1cccc(-c2cc(NCc3cccs3)ncn2)c1 6% -29%
CN(C)c1ncc2nc(-c3ccc(Cl)cc3)c(=O)n(-c3ccccc3)c2n1 ? 24%
COc1cccc(Nc2ncc3nc(-c4ccccc4)c(=O)n(C[C@H]4CCCO4)c3n2)c1 -1% -14%
COCC(=O)N1CCC2(CC1)CCN(C(=O)NC(C)C)CC2 1% 0%
O=C(c1cnccn1)N1CCC2(CCCN(C(c3ccccc3)c3ccccc3)C2)CC1 2% -9%
O=C(c1ccco1)N1CCC2(CCCN(C(c3ccccc3)c3ccccc3)C2)CC1 -4% -16%
N#Cc1cccc(NC(=O)N2CCC3(CC2)CCN(C(=O)c2csnn2)CC3)c1 5% -6%
Cc1nc2cnc(N3CCN(C)CC3)nc2n(CCC#N)c1=O -17% 3%
Cc1nc2cnc(N3CCNCC3)nc2n(Cc2ccc(F)cc2)c1=O -20% -16%
COc1ccc(C(=O)N2CCC3(CCCN(C)C3)CC2)cc1 1% 16%
CN(C)c1ccc(-c2nc(N3CCNCC3)c3ccccc3n2)cc1 -3% -12%
COc1ncc2nc(-c3cn(C)c4ccccc34)c(=O)n(CCc3ccccc3)c2n1 ? 3%
c1csc(CNc2ncnc3ccc(-c4ccoc4)cc23)c1 -15% -14%
N#Cc1cccc(NC(=O)N2CCCC3(CCN(C(=O)c4cccc(F)c4)CC3)C2)c1 -16% 1%
COc1ccc2[nH]cc(CCNc3nc(-c4ccccc4OC)nc4ccccc34)c2c1 -18% 10%
COCCn1c(=O)c(-c2ccc(OC)cc2)nc2cnc(Oc3cccc(Cl)c3)nc21 -19% ?
Fc1ccc(Nc2nc(-c3ccoc3)nc3ccccc23)cc1 ? -17%
Cc1nc2cnc(N(C)C)nc2n(C2CC2)c1=O -12% 44%[activator]
CNc1cc(-c2c(C)noc2C)ncn1 ? 1%
COc1ccc(-c2nc3cnc(OC)nc3n(-c3ccccc3)c2=O)cc1 5% -7%
COCCn1c(=O)c(-c2ccccc2)nc2cnc(OCc3ccccc3)nc21 1% -2%
COc1ccc(C(=O)N2CCC3(CCCN(Cc4ccccc4)C3)CC2)cc1 8% -13%
CN1CCN(c2nc(-c3ccccc3C(F)(F)F)nc3ccccc23)CC1 -17% 22%
Cn1c(=O)c(CCc2ccccc2)nc2cnc(Nc3ccccc3)nc21 18% -5%
Cc1noc(C)c1C(=O)N1CCC[C@@]2(CCN(C(c3ccccc3)c3ccccc3)C2)C1 -4% -24%
CN(Cc1ccco1)c1cc(-c2ccccc2Cl)ncn1 6% -6%
CN1CCN(c2ncncc2-c2ccoc2)CC1 -4% 1%
O=C(c1ccco1)N1CCC2(CC1)CCN(c1ccc(-c3ccccc3)cc1)CC2 -7% -15%
COc1ncc2nc(-c3ccc(F)cc3)c(=O)n(CCC#N)c2n1 12% 16%
COc1ccccc1CCn1c(=O)c(-c2cccc(Cl)c2)nc2cncnc21 -7% 5%
CS(=O)(=O)Nc1cccc(-c2ccc3ncnc(NCCN4CCOCC4)c3c2)c1 -16% -6%
COc1ccc(CNc2ccnc(-c3ccccc3CN(C)C)n2)c(OC)c1 -8% -8%
O=C(c1csnn1)N1CCC[C@@]2(CCN(c3ccccc3)C2)C1 -23% -14%
c1cn(-c2ncnc3ccc(-c4ccoc4)cc23)cn1 ? ?
COc1ccccc1CNc1ncnc2ccc(-c3cccc(NS(C)(=O)=O)c3)cc12 ? -28%
COCCn1c(=O)c(-c2ccc(Cl)cc2)nc2cnc(OC)nc21 -19% -17%

Entries above containing a cyano group (9):
SMILES HEK293_viab SNCA_expr_inhib
CCNc1ncc2nc(C)c(=O)n(CCC#N)c2n1 1% -26%
COc1ccc(C(=O)N2CCC3(CC2)CN(C(=O)Nc2cccc(C#N)c2)C3)cc1 -12% 5%
Cn1cccc1C(=O)N1CCC2(CCN(C(=O)Nc3cccc(C#N)c3)CC2)CC1 0% -5%
CN1CCN(c2ncc3nc(-c4cccs4)c(=O)n(CCC#N)c3n2)CC1 ? 17%
N#Cc1cccc(-c2ccc3ncnc(NC4CCNCC4)c3c2)c1 9% 28%
N#Cc1cccc(NC(=O)N2CCC3(CC2)CCN(C(=O)c2csnn2)CC3)c1 5% -6%
Cc1nc2cnc(N3CCN(C)CC3)nc2n(CCC#N)c1=O -17% 3%
N#Cc1cccc(NC(=O)N2CCCC3(CCN(C(=O)c4cccc(F)c4)CC3)C2)c1 -16% 1%
COc1ncc2nc(-c3ccc(F)cc3)c(=O)n(CCC#N)c2n1 12% 16%

The listing picks up with the 4 entries that preceded the break.
SMILES HEK293_viab SNCA_expr_inhib
O=C(c1csnn1)N1CCC[C@@]2(CCN(c3ccccc3)C2)C1 -23% -14%
c1cn(-c2ncnc3ccc(-c4ccoc4)cc23)cn1 ? ?
COc1ccccc1CNc1ncnc2ccc(-c3cccc(NS(C)(=O)=O)c3)cc12 ? -28%
COCCn1c(=O)c(-c2ccc(Cl)cc2)nc2cnc(OC)nc21 -19% -17%
CN1CCN(c2ncc3nc(-c4ccc(Cl)cc4)c(=O)n(C)c3n2)CC1 ? 136%[activator]
CC(=O)NCCNc1nc(-c2cccc(C#N)c2)nc2ccccc12 -23% 45%[activator]
O=C(c1csnn1)N1CCC2(CC1)CN(c1ccncc1)C2 -16% -2%
Cc1nc2cnc(Nc3ccccc3)nc2n(CCc2ccccc2)c1=O 10% -6%
O=C(c1cnccn1)N1CCC2(CC1)CCN(C(c1ccccc1)c1ccccc1)CC2 2% 1%
N#Cc1cccc(NC(=O)N2CC[C@@]3(CCCN(C(=O)c4cnccn4)C3)C2)c1 5% 19%
COc1ncc2nc(-c3cccs3)c(=O)n(Cc3cccs3)c2n1 -7% -4%
CN(Cc1ccco1)c1ncncc1-c1cccc(NS(C)(=O)=O)c1 3% ?
COc1ccc(CNc2ncnc3ccc(-c4ccc(C(=O)N(C)C)cc4)cc23)c(OC)c1 -10% 17%
Cc1nc2cncnc2n(Cc2ccccc2Cl)c1=O -17% ?
Cc1noc(C)c1-c1nccc(NCc2cccs2)n1 6% -7%
N#Cc1cccc(NC(=O)N2CCCC3(CCN(C(=O)c4cc(C(F)(F)F)cc(C(F)(F)F)c4)CC3)C2)c1 -22% -29%
N#Cc1cccc(NC(=O)N2CCCC3(CCN(C(=O)c4ccco4)CC3)C2)c1 -9% -4%
CC(C)CN1CC[C@@]2(CCCN(C(=O)c3ccco3)C2)C1 -14% -3%
COc1ccccc1-c1ccc2ncnc(NCc3cnc(C)cn3)c2c1 -12% 17%
